# RAD54 branch – inhibitors of human RAD54 branch migration, primary screen, biochemical, fluorescence, single point; DNA repair and recombination protein RAD54-like (Homo sapiens), Q92698; inhibition, % at 10.4 µM; AID 602329, 2012; hit rate 0.14% among 360,000; RAD54 Holliday junction branch migration, FAM/BHQ fluorescence;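 active = mean normalized replicate activity at least 40 and at least half of replicates scoring 40 or more; inconclusive = only one of the two criteria met; inactive = mean below 40 and under half of replicates reaching 40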;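 also: 0% = median of neutral control wells and 100% = median of positive control wells; inhibitors cause a drop in the FAM fluorescence signal; in these data hits start at about 50%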
# XiGFP reactiv – activators of inactive X chromosome reactivation, primary screen, imaging, XiGFP fibroblasts, GFP high-content imaging, set 2. XiGFP mouse fibroblasts, % GFP-positive cells imaging, 3 d; cells co-treated with 5-aza-dC sensitizer; scaled so ellipticine positive control = 100%. hit rate 0.055% among 360,000. activation, % at 7.58 µM;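 active = mean normalized replicate activation at least 10% and every replicate at or above 10%; inconclusive = only one of the two criteria met; inactive = mean below 10% and not all replicates reach 10%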;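 also: 0% = median of on-plate neutral control wells and 100% = ellipticine 6 µM median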
#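 Assay system: SV40-immortalized XiGFP fibroblast cells, line 68-5-11; buffer or medium: DMEM plus 5-aza-dC sensitizer; compound: one concentration, pinned; timing: compounds 3 days, fix/stain 15 min at room temperature; benchmarks: positive control ellipticine, 6 µM final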
# E-sel inducer – E-selectin induction in HUVECs, primary screen, imaging, HUVEC, immunofluorescence imaging, single point; P16581; normalized: neutral wells 0, TNF-alpha wells 100; activation, % at 7.58 µM; hit rate 0.37% among 260,000;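 active = mean E-selectin-positive cell signal at least 10% of the positive control, reached in at least 60% of replicates, without over 20% cell loss; inconclusive = no rule given, readout overlaps actives, possibly toxicity-flagged; inactive = the rest, including those meeting only one limit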;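 also: in these data hits start at about 27%; measured in HUVEC primary endothelial cells; signal is the percent of cells scored E-selectin positive by PE staining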
# Target sequence (P16581 whole entry, looked up): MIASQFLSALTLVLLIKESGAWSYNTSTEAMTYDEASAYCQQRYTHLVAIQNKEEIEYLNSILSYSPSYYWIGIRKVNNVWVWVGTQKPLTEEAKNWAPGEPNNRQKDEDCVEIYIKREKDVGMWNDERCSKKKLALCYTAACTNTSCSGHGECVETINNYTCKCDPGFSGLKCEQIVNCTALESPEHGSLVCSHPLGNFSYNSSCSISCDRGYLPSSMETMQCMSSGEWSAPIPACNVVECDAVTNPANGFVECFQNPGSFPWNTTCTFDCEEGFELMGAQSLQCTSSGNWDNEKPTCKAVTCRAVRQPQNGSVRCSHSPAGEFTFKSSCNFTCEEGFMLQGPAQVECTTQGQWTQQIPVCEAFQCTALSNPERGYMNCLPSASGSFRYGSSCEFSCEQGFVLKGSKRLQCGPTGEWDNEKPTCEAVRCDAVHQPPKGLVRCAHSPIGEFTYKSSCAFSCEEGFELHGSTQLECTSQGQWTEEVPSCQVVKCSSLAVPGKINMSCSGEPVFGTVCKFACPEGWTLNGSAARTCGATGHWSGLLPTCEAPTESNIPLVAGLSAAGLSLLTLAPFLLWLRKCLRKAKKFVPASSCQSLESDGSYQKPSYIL
#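 System: HUVEC / Compound: single concentration / Signal: immunofluorescence imaging / Read-out: percent E-selectin-positive cells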
# RAD52 anneal inh – RAD52 DNA annealing inhibitors, primary screen, biochemical, FRET, single point, set 2. inhibition, % at 18.7 µM. AID 651710, 2012. hit rate 0.46% among 360,000. recombinant RAD52 DNA annealing, FRET fluorescence;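 active = every replicate showing at least 50% inhibition; inconclusive = mean inhibition at least 50% but not in every replicate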
# F508del corr – F508del CFTR correction, initial screen, CFBE line, single point; CFBE cells, YFP halide quenching; stimulated with forskolin plus potentiator P3; % fluorescence drop versus neutral controls; activity (quench increase), % at 7.58 µM; hit rate 0.36% among 350,000; AID 720511, 2013;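 active = mean added fluorescence quench of at least 8% versus neutral control, with both replicates also reaching 8%; inconclusive = only one of the mean or replicate conditions met; inactive = mean below 8% and not both replicates reaching 8%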;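 also: cells transiently co-express mutant CFTR-F508del with the halide-sensitive YFP; corrector assay measuring rescue of mutant channel to the surface after 24 h compound exposure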
# GSIS activator – GLuc luminescence reporter in INS-1E cells, primary screen for activators of glucose-dependent secretion of insulin; INS-1E GLuc reporter insulin secretion, 2-3 h; activation, % at 16.6 µM; hit rate 0.61% among 370,000; AID 743287, 2014;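 active = lowest replicate activation of at least 40%, so every replicate reaches that level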;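 also: 0% = median of neutral control wells and 100% = median of IBMX positive control wells; some compounds called inactive have numbers as strong as hits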
# DENV2 CPE – inhibitors of DENV2 cytopathic effect, primary screen, cell-based, plate reader, single concentration | DENV2-infected cells, cytopathic effect rescue | CPE inhibition, % at 9.99 µM | hit rate 1.7% among 350,000; in the data active = CPE inhibition above about 20%, passing the limit was not always enough; inconclusive = no clear call, values can overlap the other calls; tested in BHK-21 cells;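 also: 0% = median of neutral control wells and 100% = median of positive control wells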
# CASP6 VEID inh – human caspase-6 inhibitors, primary screen, biochemical, VEID-R110 fluorescence, single point, set 2. P55212. purified caspase-6, Z-VEID-R110 cleavage fluorescence. inhibition, % at 12.5 µM. hit rate 0.53% among 350,000. AID 686996, 2013;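 active = mean inhibition across replicates at least about 35%, with every replicate also reaching that limit, limit read from the data; inconclusive = only one of the two criteria met; inactive = neither criterion met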;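 also: 0% = median of neutral control wells and 100% = no fluorescence left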
# Target sequence (P55212 24-179 limits assumed): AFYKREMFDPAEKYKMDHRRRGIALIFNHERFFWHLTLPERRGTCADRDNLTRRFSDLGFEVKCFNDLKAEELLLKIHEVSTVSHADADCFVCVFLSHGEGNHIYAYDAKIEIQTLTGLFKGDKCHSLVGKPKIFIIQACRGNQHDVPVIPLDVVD
# Target sequence (P55212 194-293 limits assumed): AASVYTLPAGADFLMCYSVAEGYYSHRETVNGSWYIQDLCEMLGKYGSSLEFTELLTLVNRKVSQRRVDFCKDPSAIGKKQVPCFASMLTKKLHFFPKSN
# An asterisk follows results filed as active; ? = inconclusive; · = no result given.
SMILES,RAD54 branch,XiGFP reactiv,E-sel inducer,RAD52 anneal inh,F508del corr,GSIS activator,DENV2 CPE,CASP6 VEID inh
CC(C)N(C(=S)NCc1ccccc1)C(C)C,-10,-0.2,-0.1,-15,-0.6,-5,-1,0
CCN(C(=O)COC(=O)c1ccc(C=O)cc1)c1c(N)n(Cc2ccccc2)c(=O)[nH]c1=O,-4,-0.1,-0.2,-10,0.0,6,7,-3
CC(C)(C)c1ccccc1NC(=O)c1ccc(-n2cncn2)c([N+](=O)[O-])c1,19,0.2,0.1,-2,-2.8,23,-2,2
CCCNC(=O)[C@H]1[C@H](CO)[C@H]2Cn3c(ccc(C4=CCCC4)c3=O)[C@H]2N1C(=O)CC1CC1,-4,0.4,-0.1,-6,·,0,13,-1
O=C1/C(=C/c2cccc(Br)c2)SC(=S)N1CCC(=O)N(CCO)c1ccccc1,2,0.2,-0.5,-8,1.9,·,-15,-2
NC1=CC(=O)C(=O)c2cccnc21,7,-0.3,0.3,-8,-0.6,-16,-2,94*
Cc1cc(-c2nnc(SCC(=O)Nc3ccccc3)n2C)no1,·,0.0,·,-13,-1.2,·,7,-1
O=C(CNc1cccc(S(=O)(=O)N2CCCC2)c1)Nc1cccc(Br)c1,5,8.3,-0.5,-41,2.5,4,?,44*
Cc1noc(C)c1S(=O)(=O)Nc1ccc2c(c1)C(=O)N([C@@H](C)CO)C[C@H](C)[C@H](CN(C)C(=O)CCCN(C)C)OCCCC[C@H](C)O2,3,0.1,0.0,·,-3.2,14,73*,·
COc1cccc2sc3cc(C#CC4(O)CCCCC4)ccc3c(=O)c12,-15,0.1,·,-109,4.1,0,15,1
COc1cc(O)cc2cc3c(c(O)c12)C(=O)CC(C)(O)O3 (centres undefined),-8,·,·,-17,4.6,·,-8,22
COc1ccc(N2CCN(C(=O)c3ccc(S(=O)(=O)N4CCCC4)cc3)CC2)cc1,1,0.0,·,8,2.8,-3,7,1
CCCC#Cc1ccc2c(c1)O[C@@H](CN(C)C(=O)Nc1ccccc1F)[C@H](C)CN([C@H](C)CO)S2(=O)=O,1,0.8,0.4,23,4.6,-28,-3,1
Nc1ccc(C(=O)c2cccs2)cn1,13,0.2,0.0,-7,-0.1,7,-5,2
C[C@H](CO)N1C[C@H](C)[C@@H](CN(C)Cc2ccc(Oc3ccccc3)cc2)Oc2ccc(NC(=O)CCCN(C)C)cc2C1=O,9,0.3,-1.0,16,-0.4,8,4,-73
Cc1ccc(N2CC(O)=C(c3ccccc3)C2=N)cc1,·,0.5,-0.1,-11,2.1,-4,6,-3
O=C(Cc1ccc(Cl)cc1)SCc1ccccc1,-16,0.0,0.2,-5,0.8,·,·,4
Cc1ccsc1C(C(=O)NC(C)(C)C)N(Cc1ccco1)C(=O)c1csnn1 (centres undefined),-7,0.1,-0.1,-7,-0.7,17,5,1
CC(C)Cc1nc(SCC(=O)Nc2nnc(CC(C)C)s2)n[nH]1,·,0.1,3.2,-13,-2.7,0,-3,-2
CS(=O)(=O)N(CC(=O)N1CCOCC1)c1ccccc1Br,2,0.1,·,0,0.4,-2,1,-1
Cc1cc(OCC(=O)Nc2cnn(CCCC(=O)O)c2)ccc1Cl,-5,0.0,1.4,-8,-2.1,1,7,1
NC(=O)c1cccc(CS(=O)(=O)c2ccc(Cl)cc2)c1,-1,0.0,0.0,-8,0.2,7,?,1
CCOc1c(Cl)cc(CNCc2ccncc2)cc1OC,-6,-0.1,·,-8,-2.6,2,0,0
NC(=O)C1CCN(C(=O)c2ccccc2SCC(=O)NCC2CCCCC2)CC1,-2,0.4,·,7,2.6,-13,-1,-109
CNC(=O)C1(C)CCN1C(=O)c1ccccc1CCc1ccccc1 (centres undefined),1,0.1,0.0,-6,-0.6,-3,-10,-3
CC(=O)N(c1ccccc1)C(C(=O)c1ccccc1)c1ccccc1 (centres undefined),8,-0.1,0.2,-9,0.0,-39,15,-4
C[C@H](CO)N1C[C@H](C)[C@@H](CN(C)S(=O)(=O)c2cn(C)cn2)Oc2ccc(NC(=O)Nc3ccc(F)cc3)cc2C1=O,4,0.2,0.4,9,2.0,-8,?,3
C[C@@H]1CN([C@@H](C)CO)C(=O)c2cc(NS(C)(=O)=O)ccc2O[C@@H](C)CCCCO[C@H]1CN(C)C(=O)CCC(F)(F)F,-14,-0.7,0.3,1,-4.0,11,0,-5
C[C@@H]1CN([C@@H](C)CO)C(=O)c2cc(NC(=O)Nc3cccc4ccccc34)ccc2O[C@@H]1CN(C)Cc1ccc(C(=O)Nc2ccccc2N)cc1,-6,0.4,23,9,-0.5,2,?,-1
C/C(=C\COc1cc(=O)[nH]c2ccccc12)CCC(O)C(C)(C)O (centres undefined),-11,·,·,-8,-5.2,·,-11,5
NC(=O)C1CCCN1Cc1ccc2c(c1)OCO2 (centres undefined),·,0.0,-0.2,6,-1.2,-4,-8,3
CCSc1nnc(SCC(=O)NNC(=O)c2ccccc2F)s1,-1,0.2,·,-3,-6.0,-16,?,0
C[C@@H]1CN([C@H](C)CO)C(=O)Cc2cc(NC(=O)C3CCCCC3)ccc2O[C@@H]1CN(C)Cc1ccc(C(F)(F)F)cc1,-4,-0.7,0.2,-3,3.2,-29,31*,1
CCCCCCCCN1C(=O)[C@@H](CC(=O)NCCc2ccccc2OC)C[C@@]2(C(=O)OC)C1=C[C@H](C1CCCC1)O[C@@H]2C,·,0.2,0.0,-15,1.5,-25,13,2
OC(c1ccccc1)(c1ccccc1)C1CCN(CCCOc2ccccc2)CC1,·,-0.2,0.0,16,-1.8,-22,-3,-8
CC(C)(C)c1ccc(S(=O)(=O)NC(=O)C2(C)CCN2C(=O)C2(c3ccc(Cl)cc3)CC2)cc1 (centres undefined),14,0.1,0.2,-14,-2.3,14,-10,2
COc1ccc(S(=O)(=O)Nc2ccc3c(c2)C(=O)N([C@H](C)CO)C[C@H](C)[C@H](CN(C)S(=O)(=O)c2ccc(OC)cc2)OCCCC[C@@H](C)O3)cc1,-18,0.0,-0.4,·,5.5,-8,-11,·
CC(C)NC(=O)N[C@@H]1CC[C@H](CCN)O[C@@H]1CO,3,-0.3,0.2,-3,0.0,-1,4,-2
CN1[C@H](CO)[C@@H]2c3ccccc3N(C(=O)Nc3cc(F)ccc3F)C[C@@H]21,-16,0.0,1.3,-4,-1.3,-14,13,1
CC(NC(=O)c1ccc(CS(C)(=O)=O)cc1)c1ccc(-c2ccccc2)cc1 (centres undefined),-1,0.1,·,-33,-1.0,6,-6,·

# Entries listed so far printed as active in CASP6 VEID inh.
molecule	RAD52 anneal inh	F508del corr	GSIS activator	DENV2 CPE	CASP6 VEID inh
NC1=CC(=O)C(=O)c2cccnc21	-8	-0.6	-16	-2	94*
O=C(CNc1cccc(S(=O)(=O)N2CCCC2)c1)Nc1cccc(Br)c1	-41	2.5	4	?	44*

# Compound profiles (already shown). Values in the order: RAD54 branch	XiGFP reactiv	E-sel inducer	RAD52 anneal inh	F508del corr	GSIS activator	DENV2 CPE	CASP6 VEID inh
# NC(=O)C1CCN(C(=O)c2ccccc2SCC(=O)NCC2CCCCC2)CC1 as listed: -2	0.4	·	7	2.6	-13	-1	-109
# CCSc1nnc(SCC(=O)NNC(=O)c2ccccc2F)s1 as listed: -1	0.2	·	-3	-6.0	-16	?	0

# (further entries)
SMILES,RAD54 branch,XiGFP reactiv,E-sel inducer,RAD52 anneal inh,F508del corr,GSIS activator,DENV2 CPE,CASP6 VEID inh
Cc1ccc(S(=O)(=O)N2CCCCC2)cc1NC(=O)COC(=O)C1=COCCO1,-7,0.1,·,-7,-1.2,-8,-1,1
O=C(NC1CCCCC1)C1c2ccccc2OCC(=O)N1Cc1ccccc1 (centres undefined),·,0.2,·,-3,-3.5,-15,-10,1
C[C@@H]1CN([C@H](C)CO)C(=O)c2cc(NS(=O)(=O)c3ccccc3)ccc2O[C@@H]1CN(C)S(=O)(=O)c1ccc(Cl)cc1,·,-1.0,0.1,·,-2.8,-12,·,·
Cc1cc(-c2cc(C(=O)NC3CCCC3)on2)nc(NCC2CC2)n1,6,-0.1,-0.2,-59,-5.9,11,5,2
Cc1nn(C2CCS(=O)(=O)C2)c(Cl)c1/C=C/C(=O)OCC(=O)Nc1ccccc1[N+](=O)[O-] (centres undefined),·,0.0,·,1,-3.8,0,·,0
COc1cccc(OC)c1C(=O)N1CCN(C(=O)c2ccc(-c3ccccc3)cc2)CC1,0,0.2,·,-13,-1.3,-1,-2,3
CC(C)NC(=O)Nc1ccc2c(c1)CC(=O)N([C@H](C)CO)C[C@H](C)[C@H](CN(C)S(=O)(=O)c1ccccc1)O2,1,0.1,0.3,-8,0.7,7,-3,0
O=C(c1ccc(Cl)nc1)N1CCN(S(=O)(=O)c2ccc3c(c2)OCCO3)CC1,-6,-0.1,·,-22,0.5,-4,-5,2
COc1ccc(NC(=S)Nc2cccc(C(F)(F)F)c2)c(C)c1,·,0.0,3.3,-13,-4.2,-11,0,1
O=C(C[C@@H]1C[C@@H]2c3cc(NC(=O)CC4CC4)ccc3O[C@@H]2[C@H](CO)O1)NCc1cccc(F)c1,-3,0.0,-0.1,-2,-2.4,-7,-4,-3
CCCNC(=O)N1CC(=O)N2[C@H](CO)[C@H](c3ccc(-c4ccc(F)cc4)cc3)[C@H]2C1,·,0.1,-0.1,-3,-2.7,-1,12,1

# Quoted from the listing.
# `O=C(C[C@@H]1C[C@@H]2c3cc(NC(=O)CC4CC4)ccc3O[C@@H]2[C@H](CO)O1)NCc1cccc(F)c1` in E-sel inducer has -0.1
# `Cc1cc(-c2cc(C(=O)NC3CCCC3)on2)nc(NCC2CC2)n1` in DENV2 CPE has 5

# Entries from the list above containing bromine, in the order listed:
SMILES,RAD54 branch,XiGFP reactiv,E-sel inducer,RAD52 anneal inh,F508del corr,GSIS activator,DENV2 CPE,CASP6 VEID inh
O=C1/C(=C/c2cccc(Br)c2)SC(=S)N1CCC(=O)N(CCO)c1ccccc1,2,0.2,-0.5,-8,1.9,·,-15,-2
O=C(CNc1cccc(S(=O)(=O)N2CCCC2)c1)Nc1cccc(Br)c1,5,8.3,-0.5,-41,2.5,4,?,44*
CS(=O)(=O)N(CC(=O)N1CCOCC1)c1ccccc1Br,2,0.1,·,0,0.4,-2,1,-1
